Myeloid diff 2: promotes myeloid progenitor differentiation | ER-HoxA9 myeloid progenitors, lysozyme-GFP differentiation, flow cytometry | calls only at 10 µM | 360,000 tested, 1% active | AID 624256;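 active = normalized GFP-positive differentiation at or above the plate's own cutoff, the solvent-only control mean plus 3 SD; inconclusive = no clear call, values can overlap the other calls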;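 also: cells exposed to compound for four days before flow analysis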
Myeloid diff 2 GFP+ MAC1+ %: second read-out of Myeloid diff 2, no call of its own (marks repeat the call); GFP+ MAC1+ double positive, %; measured here: differentiation confirmed by MAC1 staining
* hit, by the source's call; i = inactive; ? = inconclusive; / = no result given; + = active, no number.

SMILES	Myeloid diff 2	Myeloid diff 2 GFP+ MAC1+ %
CC(C)=CCC[C@](C)(O[C@@H]1O[C@H](CO[C@@H]2O[C@H](CO)[C@@H](O)[C@H](O)[C@H]2O)[C@@H](O)[C@H](O)[C@H]1O)C1CC[C@]2(C)C1C(=O)CC1[C@@]3(C)CC[C@H](O[C@H]4O[C@@H](CO)[C@H](O)[C@@H](O)[C@@H]4O)C(C)(C)C3CC[C@]12C (stereo not given in full)	i	2.1
COc1ccc(/C=C/C(=O)Nc2ccccc2C(N)=O)cc1S(=O)(=O)N1CCOCC1	i	0.6
CN(C)c1ccc(CC(=O)N2CCCC(c3cc(C(=O)Nc4ccccc4)no3)C2)cc1 (stereo not given)	i	0.7
CC(=O)NC1CC2CCCC(C1)N2C(=O)Nc1cccc(C(C)=O)c1 (stereo not given)	i	0.5
C=CC(COCc1ccccc1)N(CC(=O)OC)S(=O)(=O)c1cc(Br)ccc1OC (stereo not given)	i	2.9
COCOCCn1cc(CN2CCS(=O)(=O)N(Cc3ccc(-c4ccncc4)cc3)C(CC(C)C)C2=O)nn1 (stereo not given)	i	0.8
CC(C)C[C@H]1COc2cc(N3CC[C@H](O)C3)ccc2S(=O)(=O)N1	i	0.8
COc1ccc(-c2nnc(SCC(=O)NC3CC3)o2)c(OC)c1	i	1.0
O=C(CN1C(=O)NC2(CCOc3ccccc32)C1=O)Nc1cccc([N+](=O)[O-])c1 (stereo not given)	i	0.5
CC(C)C1C(=O)N(Cc2cn(CCC3OCCO3)nn2)CCS(=O)(=O)N1Cc1ccc(-c2ccc(Cl)cc2)cc1 (stereo not given)	?	/
O=C(Nc1ccccc1F)c1ccc2sc([C@@H]3O[C@H](CO)[C@H](O)[C@H](O)[C@H]3O)nc2c1	i	0.3
CCNC(=O)C1(C)CCN(C(=O)c2ccccc2OC)C1 (stereo not given)	i	1.3
CCCCNC(=O)c1nc(C2CCN(S(=O)(=O)c3cccc(C(F)(F)F)c3)CC2)oc1-c1cccc(C(F)(F)F)c1	i	1.2
CCC(C(=O)Nc1c(C)cccc1C)n1c(-c2cc(C)cs2)nc2ccccc21 (stereo not given)	i	3.7
O=C(C=CC(=O)Nc1ccc(F)cc1F)Nc1ccc(F)cc1F	i	1.1
COc1cc(CN2C[C@@H](CO)O[C@@H](n3cnc4c(NCc5ccc(F)cc5)ncnc43)C2)cc(OC)c1OC	i	1.5
CCOc1ccc(Cl)cc1-c1cc(C(=O)Nc2ccc(Br)cc2)[nH]n1	i	1.2
CN(Cc1cnn(-c2ccc(F)cc2)c1)C(=O)[C@H]1O[C@@H](n2ccc(=O)[nH]c2=O)[C@H](O)[C@@H]1O	i	0.4
COC(=O)c1ccc2nc(C3CCCCC3)c(Cc3ccccc3)n2c1	i	0.8
CC(=O)N(C(C)=O)c1ccc2c(c1)OCCO2	i	0.6
Cn1cnc(C(=O)NC2CCN(C(=O)OC(C)(C)C)CC2)c1C(=O)NC1CCN(C(=O)OC(C)(C)C)CC1	i	0.8
Cc1cccc(CN2CCN(C3CN(Cc4cn(Cc5ccc(F)cc5)nn4)S(=O)(=O)C3)CC2)c1 (stereo not given)	i	0.8
COc1cccc(C(=O)Nc2cc(C)on2)c1	i	0.6
COC(=O)CCc1c[nH]c2ccc([N+](=O)[O-])cc12	i	1.0
CCC(CO)Oc1cc(NCc2ccncc2)c2ncn(C(C)C)c2c1 (stereo not given)	i	0.8
(continued)
SMILES	Myeloid diff 2	Myeloid diff 2 GFP+ MAC1+ %
COc1cc(OC)cc(-c2c(-c3cccs3)c3cc(-c4ccc(OCc5ccccc5)cc4)ccc3n2C)c1	i	0.8
CSc1ncnc2c1ncn2CCCNCCCN1CCCC1=O	+	5.5*
CC[C@]1(C(=O)OC)[C@H]2C(=O)N(Cc3ccccc3)C(=O)[C@H]2[C@H]2CN(C)C(=NC)N21	i	0.6
CC1=C(C(=O)N(C)C)CC(CC(=O)NCCN2CCOCC2)C(=O)N1CCC1=CCCCC1 (stereo not given)	i	1.1
Cc1ccc(S(=O)(=O)N2CCN(c3nc(CN4CCCC4)nc4sc(C)c(C)c34)CC2)cc1	i	0.8
COc1ccc(OC)c(NC(=O)CSc2nc3[nH]c(=O)[nH]c(=O)c3s2)c1	i	1.2
COc1cc(S(=O)(=O)N2CCN(C(=O)C3CC3)CC2)ccc1NC(C)=O	i	0.8
COCOCCn1cc(CN2CCS(=O)(=O)N(Cc3ccc(-c4ccc(F)cc4)cc3)C(CC(C)C)C2=O)nn1 (stereo not given)	i	0.5
Cc1c(C(N)=O)cc([N+](=O)[O-])cc1[N+](=O)[O-]	i	0.5
Cc1ccc(F)c(S(=O)(=O)NC(=O)C2(C)CCN2C(=O)c2ccc(C(F)(F)F)nc2C)c1 (stereo not given)	i	0.7
CCCCN1C(=O)C(CC(=O)NC(c2ccccc2)c2ccccc2)CC(C(=O)N(C)C)=C1C (stereo not given)	i	1.4
COc1ccccc1N1CCN(S(=O)(=O)CCNC(=O)CCc2ccccc2)CC1	i	0.6
CCc1ccc([C@@H]2C[C@H]3[C@@H](CN2S(=O)(=O)c2ccc(C)cc2)C(=O)C[C@@H](c2ccc(Cl)cc2)N3S(=O)(=O)c2ccccc2C)cc1	i	3.5
CN(Cc1cn(Cc2cccc(Cl)c2)nn1)C1CN(Cc2cn(Cc3cccc(Cl)c3)nn2)S(=O)(=O)C1 (stereo not given)	i	0.6
CCCC(=O)N1CCC1(C)C(=O)NS(=O)(=O)c1cccc(Cl)c1 (stereo not given)	i	0.5
O=C1CN(S(=O)(=O)c2cccc(Br)c2)CCN1	i	1.1
O=[N+]([O-])c1ccc(/C=N\N2CCN(Cc3ccccc3Cl)CC2)cc1	i	1.2
O=C(Nc1nnc([C@H]2C[C@H](O)[C@@H](CO)O2)s1)Nc1ccccc1Oc1ccccc1	i	0.6
Clc1cccc(Cc2c(-c3cccc(Cl)c3)nc3ccc(Cl)cn23)c1	i	0.4
COc1ccc(/C(N)=N/OC(=O)c2ccc3ccccc3c2)cc1OC	i	2.2
O=C1[C@@H](Oc2ccccc2)[C@@H](c2cccnc2)N1c1ccccc1	i	2.8
COc1ccc(S(=O)(=O)NC(=O)C2(C)CCN2C(=O)Cc2ccccc2)cc1OC (stereo not given)	i	0.8
OCc1ccccc1-c1cnc2cccnn12	i	1.0
Cc1ccccc1NC(=O)Cc1nc(COC(=O)/C=C/c2ccc(F)cc2)cs1	i	1.5
CC(Oc1ccc(Cl)cc1Cl)C(=O)OCC(=O)c1c(N)n(C)c(=O)n(C)c1=O (stereo not given)	i	0.8
Next section
SMILES	Myeloid diff 2	Myeloid diff 2 GFP+ MAC1+ %
Cc1ccccc1NC(=O)Nc1nc(CN(C)C)cs1	i	0.6
COc1cccc(CNCC(=O)NC(=O)NC2CCCC2)c1	i	1.2
C[C@H]1CN([C@@H](C)CO)C(=O)c2cc(NC(=O)Nc3cccc4ccccc34)ccc2O[C@@H]1CN(C)Cc1ccc(-c2ccccc2)cc1	i	0.7
C[C@@H]1COc2cc(N3CCSCC3)ccc2S(=O)(=O)N1	i	0.6
COCc1cccc(-c2csc(C(C)(O)c3ccc(OC)cc3)n2)c1 (stereo not given)	i	1.2
COc1cccc(CNC(=O)COC(=O)c2ccc(-c3ccc(O)cc3)cc2)c1	i	2.0
Cc1cnc(NC(=O)c2ccc3ncsc3c2)s1	i	0.5
O=C(CSc1nc2ccccc2o1)Nc1nc2c(s1)CCCC2	i	0.5
CCCNC(=O)N(C)C[C@@H]1Oc2cc(C#CC(C)(C)O)ccc2S(=O)(=O)N([C@H](C)CO)C[C@H]1C	i	1.0
Nc1ccc(-c2nnn(Cc3ccccc3)n2)cc1	i	0.4
Cc1cc(C)c2c(CN3CCN(c4ccccc4)CC3)cc(=O)oc2c1	i	0.6
COc1ccc(NS(=O)(=O)c2cc(NC(=O)COc3ccccc3)ccc2N2CCOCC2)cc1	i	0.4
O=C(CSc1nc2scc(-c3cccs3)c2c(=O)n1CCc1ccccc1)N1CCCC1	i	0.4
CC(NC(=O)COC(=O)C1CC1C)c1cccc(Cl)c1 (stereo not given)	i	0.3
C=CCC[C@@H](CCCCC)OC(=O)/C=C/[C@H](O)[C@@H](O)C[C@H](O)CC=C	+	3.6*
CCNC(=O)C1CCCN(C(=O)c2ccc3c(c2)CCO3)CC1 (stereo not given)	i	2.2
Cc1ccccc1OCCC(=O)Nc1ccc(S(=O)(=O)N2CCCC2)cc1	i	1.8
O=C(CNC(=O)C1CC1)Nc1ccc(F)c(F)c1F	i	1.4
Cc1csc(SCC(=O)Nc2cc(F)ccc2C)n1	i	0.7
O=C(C[C@@H]1C=C[C@H](NC(=O)Cc2ccccn2)[C@@H](CO)O1)NCCc1ccccc1	i	2.6
C[C@H](CO)N1C[C@H](C)[C@@H](CN(C)Cc2ccc3c(c2)OCO3)Oc2ccc(NC(=O)Cn3cnnn3)cc2C1=O	i	0.7
O=C(NCC1CC1)c1csc(COCCO)n1	i	1.5
CCn1nccc1NC(=O)c1csc([C@H]2C[C@H](O)[C@@H](CO)O2)n1	i	2.5
COc1ccc(S(=O)(=O)Nc2ccccc2C(=O)NN2CCOCC2)cc1OC	i	0.5
O=C(/C=C/c1ccccc1)Nc1cc(S(=O)(=O)N2CCOCC2)ccc1N1CCOCC1	i	0.5

4 entries from above, ordered by the number in Myeloid diff 2 GFP+ MAC1+ %, ascending:
SMILES,Myeloid diff 2 GFP+ MAC1+ %
CC(NC(=O)COC(=O)C1CC1C)c1cccc(Cl)c1 (stereo not given),0.3
O=C(/C=C/c1ccccc1)Nc1cc(S(=O)(=O)N2CCOCC2)ccc1N1CCOCC1,0.5
Cc1ccccc1NC(=O)Nc1nc(CN(C)C)cs1,0.6
Cc1csc(SCC(=O)Nc2cc(F)ccc2C)n1,0.7

The listing picks up, repeating the 2 entries before the break.
SMILES	Myeloid diff 2	Myeloid diff 2 GFP+ MAC1+ %
COc1ccc(S(=O)(=O)Nc2ccccc2C(=O)NN2CCOCC2)cc1OC	i	0.5
O=C(/C=C/c1ccccc1)Nc1cc(S(=O)(=O)N2CCOCC2)ccc1N1CCOCC1	i	0.5
CN(C)C(=O)c1cccc(-c2cnc3cccnn23)c1	i	0.9
O=c1c2ccccc2sn1-c1ccccc1F	i	0.2
OCCc1ccc(NCCc2cccs2)cc1	i	0.5
Cc1cccc(C)c1Cn1c(C)c(C(=O)NCCC#N)sc1=O	i	2.0
O=C(C=Cc1ccccc1Cl)c1ccccc1	i	0.4
CC(=O)NC(c1ccc(F)c(F)c1)c1nc(-c2cnn(C)c2)cs1 (stereo not given)	i	1.2
Cc1ccc(C(=O)NCC(=O)N2CCN(c3ccccc3O)CC2)s1	i	1.7
CCOC(=O)C1=CN(CC)S(=O)(=O)NC1c1cccc(OC)c1 (stereo not given)	i	0.4
Cc1cnc(C)c(Nc2nc(C(N)c3ccccc3)cs2)n1 (stereo not given)	i	0.9
O=C(O)C1(Nc2ccc(Br)cc2)CCCC1	i	0.7
CC1(C)C(=O)Nc2ccccc2N1C(=O)COc1ccccc1C#N	?	/
FC(F)(F)c1cc(Cl)c2nc(-c3ccccc3)c(Cc3ccccc3)n2c1	i	0.8
Cc1ccccc1NC(=O)COC(=O)COc1ccc2ccc(=O)oc2c1	i	0.2
COc1ccc(CN2C(=O)C(C)Nc3ncnc(N4CCOCC4)c32)cc1 (stereo not given)	i	1.3
Cc1ccc(Cl)cc1-c1cc(C(=O)NCc2cccc(Cl)c2)[nH]n1	i	0.8
CC1(C(=O)NCc2ccccc2)CCC(=O)N1CC(F)(F)F (stereo not given)	i	0.9
CC1(C)C(=O)Nc2ccccc2N1C(=O)COC(=O)c1cc(Cl)cc(Cl)c1	i	1.0
O=C(c1noc2c1CCCCC2)N1CCN(C(c2ccccc2)c2ccccc2)CC1	i	0.8
COc1cccc(CNC(=O)[C@@H]2CCCN2C(=O)[C@H]2CCCCN2C(=O)c2cccc3ccccc23)c1	i	0.5
O=C(COc1ccc([N+](=O)[O-])cc1Cl)N(C1CCCCC1)C1CCS(=O)(=O)C1 (stereo not given)	i	0.5
COc1cccc(NC(=O)N(C)C[C@H]2Oc3ncc(Br)cc3C(=O)N([C@H](C)CO)C[C@H]2C)c1	i	1.1
O=C(NC(Cc1ccccc1)C(=O)N1CCN(c2ccc(F)cc2)CC1)c1ccccc1 (stereo not given)	i	0.6
COC(=O)C1=CN(c2ccc(Oc3ccccc3)cc2)C(N)=C(C#N)C1c1ccccc1 (stereo not given)	i	1.7
Cc1cccc(OCC(=O)OCC(=O)Nc2sccc2C(N)=O)c1	i	0.0
COc1cc(OC)cc(-c2c(-c3ccc(C(C)=O)cc3)c3cc(-c4cccc5[nH]ccc45)ccc3n2C)c1	i	2.4
CCN(C(=O)COC(=O)C1CCC(C(C)(C)C)CC1)c1c(N)n(Cc2ccccc2)c(=O)[nH]c1=O (stereo not given)	i	0.6
CC1CC2C3CCC4=CC(=O)CCC4(C)C3CCC2(C)C1(O)C(=O)CO (stereo not given)	i	0.4
C[C@@H]1CN([C@@H](C)CO)C(=O)c2cc(NC(=O)Nc3ccccc3)ccc2O[C@@H](C)CCCCO[C@H]1CN(C)C(=O)Nc1ccc(C(F)(F)F)cc1	i	0.5
CN(c1ccccc1)S(=O)(=O)c1cccc(NC(=O)c2ccc(Cl)c([N+](=O)[O-])c2)c1	i	1.8

Exported with values under each structure: entries from further up.
Values run as follows: Myeloid diff 2, Myeloid diff 2 GFP+ MAC1+ %
COc1ccc(CN2C(=O)C(C)Nc3ncnc(N4CCOCC4)c32)cc1 (stereo not given)
→ i, 1.3
Cc1ccc(Cl)cc1-c1cc(C(=O)NCc2cccc(Cl)c2)[nH]n1
→ i, 0.8
CC1(C(=O)NCc2ccccc2)CCC(=O)N1CC(F)(F)F (stereo not given)
→ i, 0.9
CC1(C)C(=O)Nc2ccccc2N1C(=O)COC(=O)c1cc(Cl)cc(Cl)c1
→ i, 1.0
O=C(c1noc2c1CCCCC2)N1CCN(C(c2ccccc2)c2ccccc2)CC1
→ i, 0.8
COc1cccc(CNC(=O)[C@@H]2CCCN2C(=O)[C@H]2CCCCN2C(=O)c2cccc3ccccc23)c1
→ i, 0.5
O=C(COc1ccc([N+](=O)[O-])cc1Cl)N(C1CCCCC1)C1CCS(=O)(=O)C1 (stereo not given)
→ i, 0.5

Screens (PubChem BioAssay)

This is a subset. The share of hits here may be higher or lower than overall.
